Hsp70 inhibitors – Hsp70 inhibitors, probe displacement, primary screen, biochemical, fluorescence polarization (AID 583); Heat shock 70 kDa protein 1A (Homo sapiens); Hsp70 fluorescence polarization probe displacement, mP; higher % means a stronger effect; displacement, % at 20 µM; hits with a dose series show IC50 in µM; hit rate 0.06% among 140,000; in the data active = displacement above about 50%;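 note: plate controls were vehicle for no effect and reference ligand for full effect; a part of the inactive calls stands beside numbers as strong as those of hits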
MKP-3 inhibition – MKP-3 phosphatase inhibitors, primary screen, biochemical, rat enzyme, in vitro (AID 425); Dual specificity protein phosphatase 6 (Rattus norvegicus); recombinant MKP-3 phosphatase activity, fluorescence; higher % means a stronger effect; inhibition, % at 20 µM, or IC50 in µM where a hit was titrated; hit rate 0.17% among 110,000; in the data active = inhibition above about 50%;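 note: plate controls were vehicle for no effect and reference inhibitor for full effect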
The depositor's hits bear a star; · = not tested or not shown; & = joins results of further samples. The list is partial; count on the stated rates, not on these rows.

Compound,Hsp70 inhibitors,MKP-3 inhibition
CC(Oc1ccccc1F)C(=O)NCCN1CCCCC1 (configuration not stated),2.2%,-9%
O=C(Nc1ccccc1)C(=O)Nc1ccc(F)cc1,-2.6%,3%
Oc1ccccc1N=Cc1c(O)c(I)cc2oc3c(c12)CCCC3,76%,6%
CC(=O)Nc1ccc(N=Cc2ccncc2)cc1,-0.6%,0%
COc1ccc(NC(=O)Nc2ccc(Br)cn2)cc1OC,0.7%,·
COc1ccccc1NC(=O)/C(=C/c1cccc([N+](=O)[O-])c1)NC(=O)c1ccccc1,9.1%,4%
Nc1nnc(COc2ccc(Br)cc2)s1,1.5%,-1%
O=C1c2ccccc2C(=O)N1CNc1ccc(Cc2ccc(NCN3C(=O)c4ccccc4C3=O)cc2)cc1,-0.7%,1%
COc1ccc(CCNC(=O)CCc2ccccc2O)cc1OC,-1.2%,1%
O=C(O)c1cccc(S(=O)(=O)Nc2ccccc2Cl)c1,13%,-17%
CCOC(=O)c1c(NC(=S)NC(=O)c2ccc(OC)cc2)sc2c1CCCCC2,2.7%,1%
COc1ccccc1C(=O)N1CCN(Cc2ccc3c(c2)OCO3)CC1,4.2%,2%
Cc1c(C(=O)NCc2ccoc2)oc2ccc3c(c12)C(=O)CC(C)(C)O3,-1.5%,4%
Cc1ccc(N2C(=O)NC(=O)/C(=C/c3ccc(-c4ccc(F)cc4)o3)C2=O)cc1,-2.5%,20%
O=C(COc1ccc(S(=O)(=O)N2CCCC2)cc1Cl)NCc1ccc2c(c1)OCO2,3.7%,3%
CCn1nnnc1SCC(=O)Nc1nc2ccc(OC)cc2s1,1.2%,·
C/C(CC(=O)NC12CC3CC(CC(C3)C1)C2)=N\NC(=O)c1ccccc1Cl,-5.5%,0%
CC(=O)OC1=NN(c2ccccc2)CC1,-0.3%,-1%
CCn1cc(Br)c(C(=O)NC(C)c2ccccc2)n1 (configuration not stated),-0.3%,0%
O=C(Cc1ccccc1)Nc1ccc2nn(-c3ccc(F)cc3)nc2c1,0.5%,4%
COc1ccc2nc(NC(=O)c3ccoc3C)sc2c1,-5.3%,-12%
O=C(NCC1CCCO1)c1ccc2c(c1)C(=O)N(C1CCCCC1)C2=O (configuration not stated),-1.9%,-10%
Oc1ccc2ccccc2c1CN1CCN(c2ccccc2F)CC1,1.0%,-15%
O=c1cc2c(nn1Cc1ccc(Cl)cc1)-c1ccccc1CC2,1.6%,·
CN(C)c1ccc(C(c2nnnn2C2CCCCC2)N2CCN(C(=O)c3ccco3)CC2)cc1 (configuration not stated),-0.5%,-6%
O=C(CCNS(=O)(=O)c1cccs1)NCc1ccccc1,-3.6%,·
COCCNc1nc(=S)[nH]c2cc(OC)c(OC)cc12,18%,-4%
CSc1ccc(/C=N/NC(=O)COc2ccccc2C)cc1,-1.5%,0%
CN(C)c1ccc(N/C=C/C(=O)C(C)(C)C)cc1,-1.7%,·
O=C(c1cnn2c(C(F)(F)F)cc(-c3ccco3)nc12)N1CCCc2ccccc21,3.2%,3%
CCCCOC(=O)C1=C(C)Nc2ncnn2C1c1cc(OC)c(OC)cc1OC (configuration not stated),-1.4%,1%
Cc1cccc(N2CCN(C(=O)CCCOc3ccc(Cl)cc3Cl)CC2)c1C,3.7%,4%
COc1ccc(CNC(=O)C(c2ccccc2)c2ccccc2)cc1,15%,4%
Cc1nc2ccccc2n1-c1nc(-c2ccco2)cc(C(F)(F)F)n1,4.4%,9%
COc1ccc(NC(=O)COc2c(C)cc(C)cc2C)cc1,2.9%,2%
NC(=O)c1c(N2C(=O)c3ccccc3C2=O)sc2c1CCCC2,-1.4%,3%
N#Cc1c(C(F)(F)F)cc(-c2ccccc2)nc1SCc1nc(N)nc(N2CCOCC2)n1,-29%,9%
COc1ccc(C2/C(=C(\O)c3ccccc3)C(=O)C(=O)N2CCCC(=O)O)cc1OC (configuration not stated),-4.4%,3%
Cc1cc(/C=N/NC(N)=O)c(C)n1-c1ccc(F)cc1,-6.7%,4%
CC(C)(C)c1ccc(OC(=O)c2cccnc2)cc1,3.9%,·
Cc1ccc(C(=O)Nc2ccc(I)cc2C(=O)O)o1,0.7%,2%
CCOC(=O)c1c(NC(=O)c2ccccc2F)sc(C(=O)Nc2ccc(OC)cc2OC)c1C,-3.3%,-4%
CC(=O)N1CCc2cc(S(=O)(=O)NC(C(=O)NCc3ccccc3)C(C)C)ccc21 (configuration not stated),3.3%,-12%
Cc1ccc(Cl)cc1NC(=O)CSCC(=O)Nc1ccccc1,-0.9%,2%
COc1cc(S(=O)(=O)NCC2OCCc3ccccc32)ccc1-n1cnnn1 (configuration not stated),2.3%,·
COc1ccc(C(NC(C)=O)c2ccc(OC)cc2)cc1,-7.1%,1%
O=C(CCc1ccccc1)NCc1cccnc1,-1.5%&-5.4%,2%
Cc1ccc(S(=O)(=O)Nc2ccccc2C(=O)O)cc1,-1.2%,-1%
CCCCn1c(SCC(=O)OCC)nnc1-c1ccoc1C,7.4%,-6%
COc1ccc(Nc2nc(-c3sc(N)nc3C)cs2)cc1,-3.8%,9%

Next results:
Compound,Hsp70 inhibitors,MKP-3 inhibition
O=C(Nc1ccccc1-c1ccccc1)c1ccco1,-4.1%,-3%
COc1ccc(C(=O)Nc2ccccc2)cc1S(=O)(=O)NCc1ccccc1,-4.0%,2%
O=C1N2CCCc3cccc(c32)C12Nc1ccccc1S2 (configuration not stated),-0.2%,-12%
COc1ccc(OC)c(NC(=O)CSc2nc(C)cs2)c1,-4.6%,-5%
Cc1cc(C)cc(NC(=O)N2CCC(c3nc4ccccc4o3)CC2)c1,1.8%,1%
COc1ccccc1Oc1ccc(S(=O)(=O)NCc2ccccn2)cc1,-3.8%,-15%
CCOC(=O)CSc1nc(C2CC2)cc(-c2ccc(F)cc2)c1C#N,5.6%,10%
CCOc1ccc(C(=O)N(Cc2ccc(OC)cc2)Cc2cc3cc(OC)ccc3[nH]c2=O)cc1,-6.6%,·
Cc1nn(C)cc1NC(=O)CCSc1nc(-c2ccco2)cc(C(F)(F)F)n1,1.1%,-8%
COc1cccc(NC2SC(=O)N(c3ccccc3)C2=O)c1 (configuration not stated),-1.9%,-4%
Cn1c(SCC(=O)OC2CCCCC2)nnc1-c1ccc2c(c1)OCO2,15%,4%
O=C1CCC(=O)N1c1cccc2c(N3C(=O)CCC3=O)cccc12,4.5%,5%
Cc1cc(NC(=O)CCC(=O)N(c2ccccc2)C(C(=O)NC2CCCC2)c2ccncc2)no1 (configuration not stated),-0.8%,0%
CCOC(=O)C1CCN(S(=O)(=O)c2ccc3[nH]c(=O)oc3c2)CC1,-8.3%,0%
Cc1ccc(NC2=NCCCCC2)cc1C,1.8%,·
CN(C(=O)COc1cccc(Br)c1)C1CCS(=O)(=O)C1 (configuration not stated),1.0%,-10%
CCOC(=O)C1=C(C)NC(=O)CC1c1ccccc1 (configuration not stated),1.2%,-6%
O=C(Nc1ccc2c(c1)OCCO2)C1CCN(S(=O)(=O)c2ccc(Br)s2)CC1,·,-8%
O=C(O)c1ccc([N+](=O)[O-])cc1C(=O)c1ccccc1,-1.3%,0%
CCOC(=O)C1=C(C)Nc2ncnn2C1c1c[nH]c2ccccc12 (configuration not stated),0.5%,-12%
CCOC(=O)N1CCC(NC2CCCCCCC2)CC1,-1.1%,-7%
CCc1ccc2c(COn3nnc4ccc(S(=O)(=O)N(C)C)cc43)cc(=O)oc2c1,-3.3%,-4%
CC(C)CNC(=O)CSc1nnc(CN2CCCCCC2=O)n1-c1ccccn1,-1.4%,-7%
COc1ccc(OC)c(-c2csc(N(Cc3ccco3)C(=O)c3cccs3)n2)c1,-2.0%,-8%
Cn1c(SCC(=O)NCc2cccs2)nnc1-c1cccs1,-0.8%,-13%
O=S(=O)(Nc1ccc(Nc2ccc(F)cc2)cc1)c1ccc(F)cc1,4.8%,-1%
Cc1ccc(NC(=O)CC2SCCNC2=O)cc1Cl (configuration not stated),-0.5%,-8%
CCOC(=O)c1[nH]c2ccc(OC)cc2c1NC(=O)CCN1CCc2ccccc2C1,1.7%,2%
Cc1cc(C(=O)NC(C)c2ccncc2)no1 (configuration not stated),9.5%,-1%
O=C(CSc1ncnc2nc[nH]c12)NCCc1ccccc1,3.5%,-3%
O=C(CCc1nc2ccccc2[nH]1)N1CCN(C(=O)c2ccco2)CC1,3.1%,-2%
CCn1c(=O)[nH]c2ccccc2c1=O,-5.2%,·
COc1ccc(N(CC(=O)NC2CCCC2)C(=O)CCC(=O)Nc2cc(C)on2)c(OC)c1,5.9%,-119%
Cn1nnnc1SCc1cccc(CSc2nnnn2C)n1,2.4%,-7%
CC1(C)CC(=O)C(C(C2=C(O)CC(C)(C)CC2=O)c2ccccc2OCc2ccccc2)C(=O)C1 (configuration not stated),0.0%,0%
COc1ccc(N2CCN(C(=O)CSc3nnc(Cn4nnc5ccccc54)n3C)CC2)cc1,0.1%,-8%
O=C1NC(=O)/C(=C\c2ccc(Br)cc2)S1,6.1%,3%
Cc1onc(-c2ccccc2Cl)c1-c1nc(-c2ccncc2)no1,0.4%&6.7%,5%
COc1ccc(CN2CCN(C(=O)c3ccc(F)cc3)CC2)cc1OCc1ccccc1,-2.6%,-1%
O=C(CSc1nnc(-c2ccc(Cl)cc2Cl)n1C1CCCCC1)N1CCCC1,-4.7%,·
Cc1ccc(S(=O)(=O)N2c3ccccc3NC(=O)C2CC(=O)Nc2ccccc2)cc1 (configuration not stated),-0.2%,4%
O=C(Nc1ccc(Cc2ccncc2)cc1)c1ccc(S(=O)(=O)N2CCOCC2)cc1,6.1%,0%
Cc1c(C(=O)O)oc2ccc(S(=O)(=O)N3CCCCC3C(=O)O)cc12 (configuration not stated),5.8%,-1%
O=C(Nc1ccccc1N1CCCC1)c1cccnc1,-4.1%,-7%
CCOc1ccccc1/C=C1/SC(=S)N(CC(=O)OC)C1=O,-1.3%,3%
Cc1cc(C)n(C(=O)c2c(C(=O)O)cccc2[N+](=O)[O-])n1,0.4%,-2%
CCOCc1nnc(NS(C)(=O)=O)s1,-2.7%,-14%
Cc1ccc(N(C(=O)C2CCC(=O)N2)C2(C(=O)NC3CCCCC3)CCCCC2)cc1 (configuration not stated),·,-4%
N#Cc1conc1-c1ccc(Br)cc1,-3.6%,2%
O=[N+]([O-])c1ccc(/C=N/NS(=O)(=O)c2ccccc2)cc1,0.9%,0%

2 consecutive entries from above:
Compound,Hsp70 inhibitors,MKP-3 inhibition
N#Cc1conc1-c1ccc(Br)cc1,-3.6%,2%
O=[N+]([O-])c1ccc(/C=N/NS(=O)(=O)c2ccccc2)cc1,0.9%,0%

(further entries)
Compound,Hsp70 inhibitors,MKP-3 inhibition
CCOC(=O)c1ccc(NS(=O)(=O)c2ccc(C)c([N+](=O)[O-])c2)cc1,-1.4%,4%
Cc1cc(NC(=O)c2ccc(C)c([N+](=O)[O-])c2)ccc1NC(=O)c1ccco1,-5.9%,2%
Cc1cccc(CS(=O)(=O)Cc2ccc(C(=O)O)o2)c1,0.4%,6%
CCc1c(C(=O)N/N=C/c2ccc(C)o2)csc1C,-4.0%,·
Cc1noc(C)c1S(=O)(=O)Nc1ccc(C(=O)N2CCN(c3ccc(Cl)cc3)CC2)cc1,-2.5%,-10%
O=C(Nc1ccccc1)Nc1nnc(-c2ccc(Cl)cc2Cl)s1,10%,0%
CCN(CC)c1nc(Nc2ccccc2)nc(Oc2ccc(=O)n(C)n2)n1,0.3%,1%
CCc1ccc(NC2=NCC(=O)N2c2ccc3c(c2)OCCO3)cc1,-5.5%,-6%

Entries from the list above containing a Cl atom, in the order listed:
Compound,Hsp70 inhibitors,MKP-3 inhibition
O=C(O)c1cccc(S(=O)(=O)Nc2ccccc2Cl)c1,13%,-17%
O=C(COc1ccc(S(=O)(=O)N2CCCC2)cc1Cl)NCc1ccc2c(c1)OCO2,3.7%,3%
C/C(CC(=O)NC12CC3CC(CC(C3)C1)C2)=N\NC(=O)c1ccccc1Cl,-5.5%,0%
O=c1cc2c(nn1Cc1ccc(Cl)cc1)-c1ccccc1CC2,1.6%,·
Cc1cccc(N2CCN(C(=O)CCCOc3ccc(Cl)cc3Cl)CC2)c1C,3.7%,4%
Cc1ccc(Cl)cc1NC(=O)CSCC(=O)Nc1ccccc1,-0.9%,2%
Cc1ccc(NC(=O)CC2SCCNC2=O)cc1Cl (configuration not stated),-0.5%,-8%
Cc1onc(-c2ccccc2Cl)c1-c1nc(-c2ccncc2)no1,0.4%&6.7%,5%
O=C(CSc1nnc(-c2ccc(Cl)cc2Cl)n1C1CCCCC1)N1CCCC1,-4.7%,·
Cc1noc(C)c1S(=O)(=O)Nc1ccc(C(=O)N2CCN(c3ccc(Cl)cc3)CC2)cc1,-2.5%,-10%
O=C(Nc1ccccc1)Nc1nnc(-c2ccc(Cl)cc2Cl)s1,10%,0%
